HBB splicing = hemoglobin beta splicing modulation; HBB splicing reporter cell assay, activation; EGFP reporter with mutant IVS2-654 intron; response scale: normalised to 500 nM splice-correcting PNA; Potency, µM (highest dose often 46.1 µM), without a hit: at the top dose activation, hits mostly activators; 65,000 tested, 0.06% active; AID 925; further: potency means the concentration at half of the fitted maximal effect; 0% is about no effect
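Compounds were applied for 2 days to HeLa EGFP-654 cells, 500/well in Optimem with 2% FCS. The reporter's EGFP is disrupted by mis-splicing of beta-globin intron IVS2-654. Readout: summed well GFP fluorescence from 488 nm laser scanning; reference was 500 nM antisense […] 654 PNA.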
CRE-bla Fsk = modulators of forskolin-stimulated CRE signaling in CHO cells. CHO CRE-bla reporter (cAMP response element driving beta-lactamase), forskolin EC10, beta-lactamase ratio. Potency, µM (doses to about 38.2 µM), for the others: at the top dose activity change, negative = inhibition, usual class: activators. 71,000 tested, 2.5% active. AID 662; active means well fitted activation curve with a large enough effect in the signal ratio, with a control signal flat, not every such curve was filed as active; inconclusive means small, poorly fitted or top-dose-only effect, or effect the other way, or a change in a side signal; the % refers to the signal ratio; further: potency means the concentration at half of the fitted maximal effect; % of control where 0% means no effect
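CRE-bla CHO cells stimulated with EC10 NKH 477 (water-soluble forskolin) and compound titrations, 3 h at 37C; beta-lactamase read with CCF4 after 2 h at room temperature. Activity from 460/530 nm emission ratio, AC50 values for positive or negative modulation.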
BRCT inh red = inhibitors of human BRCA1 BRCT-phosphoprotein interaction (red fluorophore); 75,000 tested, 0.03% active; BRCT-phosphopeptide binding, red fluorescence polarization; Potency, µM (doses to about 76.9 µM), for inactives: at the top dose activity change, negative = inhibition, hits mostly inhibitors; P38398; further: on the % scale 0 is the no-effect control and ±100 the full control effect
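Fluorescence polarization: 100 nM His-tagged BRCA1 BRCT with 100 nM TAMRA-labelled phospho-BACH1 decapeptide, phosphate buffer pH 7.3 with 150 mM NaCl, DTT, 0.01% Tween 20; 12 min RT. Binding inhibition seen as FP decrease.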
UbGFP stabilizer = proteasome inhibitors stabilizing ubiquitin-GFP reporter. Ubiquitin-GFP reporter cells, proteasome inhibition, GFP fluorescence; response scale: untreated = 0%, 10 µM MG-132 = 100%. Potency, µM (series often up to 45.9 µM), for inactives: at the top dose activation (GFP accumulation), most hits filed as activators. 67,000 tested, under 10 active; active means well fitted activation curve with a large enough effect, not every such curve was filed as active; inconclusive means small, poorly fitted or top-dose-only effect, or another doubt; inactive means no such curve, though single readings can be large or run the other way; further: potency means the concentration at half of the fitted maximal effect
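Proteasome blockade was scored as a rise in GFP-expressing U2OS cells carrying a ubiquitin(G76V)-GFP construct, imaged after 4 hr compound treatment at 37 °C across a 46 uM–2.9 nM series.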
GFP derepression = epigenetic modulators derepressing GFP locus in mouse cells. AID 597. mouse C127i GFP locus derepression, cytometry, 30 h. Potency, µM (series often up to 46.1 µM), without a hit: at the top dose GFP derepression (activation). 68,000 tested, 0.09% active; further: % of control where 0% means no effect
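Read-out is the number of GFP-positive cells, scored as fluorescent objects 20 to 120 um wide, reflecting derepression of a silenced CMV-GFP reporter in murine C127i cells after 30 h compound exposure at 37 C.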
BRCT PPI green = BRCA1 BRCT-phosphoprotein interaction inhibition. BRCA1 BRCT-phosphopeptide binding, green fluorescence polarization. Potency, µM (top dose mostly 76.9 µM), for the others: top-dose activity change, negative = inhibition, usual class: inhibitors. 75,000 tested, 0.05% active;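 further: potency means the concentration at half of the fitted maximal effect; plate controls were peptide without protein for full effect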
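Fluorescence polarization: His-tagged BRCT (~35 kDa BRCA1 C-terminus, 250 nM) bound to 100 nM fluorescein-labeled phosphorylated 10-aa BACH1 peptide, pH 7.3 phosphate buffer with DTT and Tween 20. Compounds incubated 12 min at room temperature; inhibition read as lowered polarization.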
Pol III holo inh = DNA polymerase III holoenzyme inhibition; reconstituted DNA polymerase III holoenzyme replication, biochemical; Potency, µM (doses to about 57.1 µM), without a hit: at the top dose activity change, negative = inhibition; 71,000 tested, 0.25% active; AID 603; further: potency means the concentration at half of the fitted maximal effect; on the % scale 0 is the no-effect control and ±100 the full control effect
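Reconstituted *E. coli* holoenzyme (0.35 nM Pol III, 1 nM beta, 154 nM SSB, 2 nM primase) was preincubated with compound for 15 min at RT. Synthesis on 1.4 nM ssM13Gori ran 35 min, then was stopped with PicoGreen/EDTA and read as dsDNA fluorescence.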
Hsp90 Hop PPI = changes Hsp90-Hop TPR2A binding signal, up or down. 71,000 tested, 0.44% active. AlphaScreen TPR2A-His6 binding biotin-Hsp90 C-terminal peptide. Potency, µM (titrated, usually from 57 µM), inactives show at the highest dose activity change, negative = inhibition; active means well fitted curve in either direction with a large enough effect; inconclusive means small, poorly fitted or top-dose-only effect, or another doubt; further: potency means the concentration at half of the fitted maximal effect; on the % scale 0 is the no-effect control and ±100 the full control effect; many of its hits are not listed in these tables
HADH2 inh = HADH2 (human) dehydrogenase inhibition; 73,000 tested, 3.4% active; recombinant HADH2, NADH fluorescence, beta-hydroxybutyryl-CoA; Potency, µM (series often up to 57.1 µM), without a hit: at the top dose activity change, negative = inhibition, most hits filed as inhibitors; Q99714; AID 886; further: potency means the concentration at half of the fitted maximal effect; on the % scale 0 is the no-effect control and ±100 the full control effect; nearly all actives have a fitted effect of over 60% in size; many of its hits are not listed in these tables
Target sequence (Q99714 whole entry, looked up, one chain of several): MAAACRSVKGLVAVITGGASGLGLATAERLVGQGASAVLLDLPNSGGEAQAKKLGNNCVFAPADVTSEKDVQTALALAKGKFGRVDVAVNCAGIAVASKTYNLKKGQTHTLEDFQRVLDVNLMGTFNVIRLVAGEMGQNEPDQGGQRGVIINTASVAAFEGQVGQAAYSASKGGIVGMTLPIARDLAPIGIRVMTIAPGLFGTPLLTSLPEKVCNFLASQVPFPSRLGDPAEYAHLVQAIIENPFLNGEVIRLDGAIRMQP
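E. coli-expressed His-tagged HADH2 tested at 20 nM in alkaline Tris buffer (pH 9.0); oxidation of 90 uM beta-hydroxybutyryl-CoA with 1 mM NAD+ tracked fluorimetrically for 4 min.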
ALOX15 inhib = 15-hLO (ALOX15) enzyme inhibition; P16050; purified 15hLO-1, xylenol orange hydroperoxide absorbance; Potency, µM (top dose mostly 57.1 µM), inactives show at the highest dose activity change, negative = inhibition, most hits filed as inhibitors; 74,000 tested, 1.4% active; AID 887; further: potency means the concentration at half of the fitted maximal effect; on the % scale 0 is the no-effect control and ±100 the full control effect; nearly all actives have a fitted effect of over 55% in size
Target sequence (P16050 whole entry, looked up): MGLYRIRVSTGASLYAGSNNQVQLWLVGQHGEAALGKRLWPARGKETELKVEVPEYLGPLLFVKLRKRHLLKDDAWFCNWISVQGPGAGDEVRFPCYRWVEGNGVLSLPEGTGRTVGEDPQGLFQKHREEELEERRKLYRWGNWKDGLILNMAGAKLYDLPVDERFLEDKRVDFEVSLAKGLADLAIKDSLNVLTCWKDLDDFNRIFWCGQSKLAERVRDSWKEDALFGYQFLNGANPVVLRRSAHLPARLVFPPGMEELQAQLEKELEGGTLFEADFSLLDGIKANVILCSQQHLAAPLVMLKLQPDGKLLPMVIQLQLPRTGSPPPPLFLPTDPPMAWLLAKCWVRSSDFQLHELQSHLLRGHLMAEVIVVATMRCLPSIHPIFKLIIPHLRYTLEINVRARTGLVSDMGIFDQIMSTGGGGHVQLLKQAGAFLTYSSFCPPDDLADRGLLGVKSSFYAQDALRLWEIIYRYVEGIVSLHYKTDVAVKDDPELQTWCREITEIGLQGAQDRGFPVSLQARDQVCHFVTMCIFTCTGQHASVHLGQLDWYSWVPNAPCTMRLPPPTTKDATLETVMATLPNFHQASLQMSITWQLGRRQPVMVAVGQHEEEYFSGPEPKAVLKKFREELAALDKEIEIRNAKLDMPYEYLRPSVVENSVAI
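Readout: Fe(III)-xylenol orange absorbance, 573-to-405 nm ratio as reaction progress. Enzyme 40 nM purified human 15hLO-1, substrate 50 uM arachidonic acid, 6 min RT after 15 min compound preincubation; Hepes pH 7.5 buffer with Triton X-100.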
USP2a inhib = blocks human ubiquitin-specific protease USP2a; O75604; USP2a enzymatic assay, qHTS inhibition; Potency, µM (doses to about 38.3 µM), for the others: at the highest dose activity change, negative = inhibition, most hits filed as inhibitors; 60,000 tested, 0.1% active;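 further: potency means the concentration at half of the fitted maximal effect; nearly all actives have a fitted effect of over 60% in size; plate controls were DMSO for no effect and NEM full inhibition control for full effect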
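Inhibition is measured in a cell-free coupled assay with 20 nM USP2 core, 20 nM Ub-PLA2 and 20 uM NBD C6-HPC, 2.5 h incubation. Activity normalized to NEM control.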
* marks the source's active call; other numbers are inactive results; ? = inconclusive; . = no result given; [ ] = another dose, or the depositor's remark. Unless noted, the call rests on the fitted dose curve; in most records, active means well fitted curve in the direction sought with a large enough effect; inconclusive means small, poorly fitted or top-dose-only effect, or another doubt; inactive means no such curve, though single readings can be large; an effect the other way counts as inactive or inconclusive. These rows are one share of the data. The share of hits here may be higher or lower than overall.

compound,HBB splicing,CRE-bla Fsk,BRCT inh red,UbGFP stabilizer,GFP derepression,BRCT PPI green,Pol III holo inh,Hsp90 Hop PPI,HADH2 inh,ALOX15 inhib,USP2a inhib
CCC(=O)N(Cc1ccco1)c1nc(-c2ccccc2)cs1,.,7%,0.0%,1%,0%,-1.8%,-3%,5%,9%,0%,-2%
Cn1c(=O)n(CC(=O)N2CCOCC2)c2ccccc21,0.3%,-1%,-0.8%,-3%,-2%,-2.7%,-6%,-2%,-1%,0%,-3%
O=S(=O)(NCC(c1cccnc1)N1CCN(c2ccc(F)cc2)CC1)c1cc(F)ccc1F (configuration not stated),0.3%,-20%,-2.7%,-1%,-1%,1.4%,2%,-13%,-2%,1%,30%[activator]
COc1ccc(CCNC(=O)C2CCN(Cc3nc(-c4cccc(Cl)c4)oc3C)CC2)cc1OC,8.3%[1.84 µM],?,-0.8%,5%,-2%,2.0%,-1%,-5%,-2%,-22%,45%[activator]
Cc1nc(NS(=O)(=O)c2cccs2)c2c3c(sc2n1)CCC3,-0.2%[57.5 µM],5%,-1.3%,1%,1%,1.3%,-6%,-5%,14%,4%,-1%
Cn1c(=O)c2cn3c(c2n(C)c1=O)C(c1ccccc1)CC(c1ccccc1)=N3 (configuration not stated),-1.4%,-11%,-0.6%,0%,0%,1.5%,-6%,-4%,-18%,-20%,9%
CCNC(=O)NC(=O)COc1ccccc1C#N,-2.4%,5%,-1.8%,5%,1%,-2.8%,-5%,1%,-1%,1%,-7%
Cc1cc(C(=O)OCC(=O)N2CC(C)CC(C)C2)c(C)o1 (configuration not stated),-7.4%,-12%,-1.6%,0%,-1%,-1.7%,-3%,0%,14%,-7%,-16%
O=C(c1ccc(N2CCOCC2)nc1)N1CCOCC1,.,-1%,-2.1%,-1%,0%,-1.2%,-1%,0%,1%,-2%,-4%
CCOc1ccccc1-c1nn2c(Cc3ccccc3)nnc2s1,-4.7%,?,0.4%,4%,2%,10%,-5%,0%,-30%,6%,-13%
O=C(c1cc2c(=O)oc3ccccc3c2s1)N1CCN(c2ccccn2)CC1,-0.1%,0%,-0.1%,0%,0%,-1.9%,-4%,-7%,3%,2%,1%
COc1ncc2nc(CCc3ccccc3)c(=O)n(C)c2n1,1.0%,6%,-2.8%,-1%,11%[9.22 µM],-5.8%,-2%,-2%,-11%,1%,-5%
CCC(OC(=O)c1cc2sccc2n1C)C(=O)NCc1ccco1 (configuration not stated),.,-9%,0.5%,4%,1%,0.1%,0%,-1%,-2%,5%,3%
CS(=O)(=O)N(CC(=O)NC1CCCCCC1)Cc1ccccc1,0.4%,?,0.6%,0%,-3%,0.1%,7%,-4%,12%,5%,9%
CC(C)CCNC(=O)CCS(=O)(=O)c1cccc2nonc12,-0.4%,?,-2.8%,5%,-1%,-3.0%,-8%,-3%,-6%,10%,3%
COc1ccc(OC)c(NC(=O)CS(=O)(=O)Cc2nc(-c3ccccc3C)oc2C)c1,-0.1%,3%,-0.9%,18%,0%,-0.9%,-6%,-6%,0%,-12%,.
CCCn1nnc(NC(=O)c2ccc(-c3ccccc3)cc2)n1,-1.3%,-8%,-0.7%,-3%,0%,-1.8%,-4%,-2%,0%,?,-9%
O=C(Nc1ccccc1C(=O)N1CCOCC1)c1ccco1,-2.3%,0%,-0.9%,12%,0%,-1.5%,2%,0%,-1%,6%,-9%
COc1cccc(-c2cc(C(=O)N3CCCCC3C)no2)c1 (configuration not stated),-0.3%,?,0.1%,-2%,-2%,2.4%,-5%,?,4%,-18%,-8%
COc1ccc(N2CCN(Cc3nc4c(c(=O)[nH]c(=O)n4C)n3CC(C)=O)CC2)cc1,0.6%,-3%,-1.2%,2%,.,-0.7%,-2%,-5%,0%,-8%,.
O=C(Cn1nnc(-c2cccs2)n1)OC1CCCCC1,.,-1%,-0.3%,-1%,2%,-1.6%,-4%,12%,6%,8%,-7%
COc1ccc2oc(=O)cc(C)c2c1,-1.0%,4%,0.4%,-1%,-2%,0.6%,2%,-3%,11%,22%,-1%
CCOC(=O)C1CCCN(Cc2nc(N)nc(Nc3ccc(Cl)cc3)n2)C1 (configuration not stated),1.7%,0%,0.5%,6%,2%,-1.8%,0%,-14%,14%,15%,13%
Cc1ccc(S(=O)(=O)N2CCC(C(=O)N3CCC[C@H]3C(=O)NC3CCS(=O)(=O)C3)CC2)cc1 (some centres not stated),2.2%[1.84 µM],-7%,1.5%,18%,-4%,-1.0%,-2%,0%,12%,9%,5%
COC1=CC(=O)C[C@@H](C)[C@]12Oc1c(Cl)c(OC)cc(OC)c1C2=O,1.1%,-6%,-1.1%,.,.,-3.6%[3.08 µM],4%,-4%,32µM*,-9%,10%
Cc1cc2c(C)cc(=O)oc2c2c1NCCC2,-1.6%,?,-2.8%,-1%,3%,-2.3%,-7%,5%,3.2µM*,-15%,-7%
C1CCCC1,0.7%,-8%,-0.1%,.,.,-0.6%,-2%,-2%,-4%,2%,.
CCCCc1ccc(Nc2nc(CCC)cc(=O)[nH]2)cc1,6.6%,-19%,0.3%,-4%,13%,-1.6%,1%,-7%,-23%,-23%,2%
COc1c(-c2ccccc2)oc2c(ccc3occc32)c1=O,.,6%,-2.3%,-7%,5%[9.22 µM],0.9%,-13%,3%,0%,4%[25.6 µM],.
N=c1c2c3c(sc2ncn1CCN1CCOCC1)CCCC3,3.2%,19%,2.8%,1%,3%,-0.5%,-12%,-7%,8%,4%,6%

Shown with values under each structure: entries from further up.
Screens in order: HBB splicing | CRE-bla Fsk | BRCT inh red | UbGFP stabilizer | GFP derepression | BRCT PPI green | Pol III holo inh | Hsp90 Hop PPI | HADH2 inh | ALOX15 inhib | USP2a inhib
> N=c1c2c3c(sc2ncn1CCN1CCOCC1)CCCC3
    3.2% | 19% | 2.8% | 1% | 3% | -0.5% | -12% | -7% | 8% | 4% | 6%
> CCOc1ccccc1-c1nn2c(Cc3ccccc3)nnc2s1
    -4.7% | ? | 0.4% | 4% | 2% | 10% | -5% | 0% | -30% | 6% | -13%

(further entries)
compound,HBB splicing,CRE-bla Fsk,BRCT inh red,UbGFP stabilizer,GFP derepression,BRCT PPI green,Pol III holo inh,Hsp90 Hop PPI,HADH2 inh,ALOX15 inhib,USP2a inhib
CN1CC=C2C(C#N)=C(N)C(C#N)(C#N)C(CCc3ccccc3)C2C1 (configuration not stated),0.1%[57.5 µM],?,-1.4%,-6%,11%,-26%,-1%,-29%,?,-21%,.
CN(C)C(=O)c1ccc(-c2nc(NCc3cccnc3)c3ccccc3n2)cc1,-1.0%,1.6µM*,2.9%,8%,-3%[9.22 µM],2.9%,-4%,-5%,?,-19%,-1%
O=C(NCc1ccccn1)c1cc(S(=O)(=O)N2CCN(c3ccccc3)CC2)ccc1Cl,0.0%[57.5 µM],-12%,0.5%,-4%,1%,-0.3%,-3%,-10%,16%,23%,33%[activator]
O=C(NCc1ccco1)c1nnc(Cc2ccc(F)cc2)o1,-0.1%,-5%,0.2%,-8%,-2%,-0.3%,-1%,-3%,-4%,8%,.
COC(=O)c1ccc(S(=O)(=O)N2C3CCC2CC(NC(=O)NC2CCCCC2)C3)cc1 (configuration not stated),.,-2%,0.5%,0%,1%,0.6%,-5%,1%,11%,-6%,5%
CCn1c(=O)cc(SCC(=O)NCCCN2CCN(c3ccccc3F)CC2)c2ccccc21,-2.3%[0.369 µM],?,-1.5%,.,0%,-2.3%,-6%,-3%,2%,5%,39%[activator]
N#CC1=C(N)N=C(SCc2ccccc2)C(C(N)=O)C12CCCCC2 (configuration not stated),-2.3%,?,0.6%,6%,-3%,-2.9%,6%,-15%,3%,-16%,-1%
O=S(=O)(NCCCCCCc1ccccc1)c1cccc2c(Cl)cccc12,.,?,-1.8%,0%,-1%,0.1%,-1%,40µM*,-4%,-8%[25.6 µM],.
O=C(c1cc(C(F)(F)F)cc(C(F)(F)F)c1)N1CCC2(CC1)CN(Cc1ccncc1)C2,-0.6%,5%,-1.9%,-9%,2%[9.22 µM],0.2%,0%,-4%,4%,6%,126%[activator]
CCCc1cc(C(=O)NCc2cccs2)no1,-0.6%,-4%,0.7%,4%,-3%,-0.8%,4%,0%,-2%,8%,.
